NOD2-RIPK2 inh = NOD2-RIPK2 protein interaction inhibition | CHO BLA complementation NOD2-RIPK2, CCF4 ratio | O43353 | AID 624267 | inhibition, % at 4.98 µM | hit rate 0.38% among 360,000; in the data active = inhibition above about 21%;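 also: 0% = vehicle only and 100% = reference blocker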
Target sequence (O43353 whole entry, looked up): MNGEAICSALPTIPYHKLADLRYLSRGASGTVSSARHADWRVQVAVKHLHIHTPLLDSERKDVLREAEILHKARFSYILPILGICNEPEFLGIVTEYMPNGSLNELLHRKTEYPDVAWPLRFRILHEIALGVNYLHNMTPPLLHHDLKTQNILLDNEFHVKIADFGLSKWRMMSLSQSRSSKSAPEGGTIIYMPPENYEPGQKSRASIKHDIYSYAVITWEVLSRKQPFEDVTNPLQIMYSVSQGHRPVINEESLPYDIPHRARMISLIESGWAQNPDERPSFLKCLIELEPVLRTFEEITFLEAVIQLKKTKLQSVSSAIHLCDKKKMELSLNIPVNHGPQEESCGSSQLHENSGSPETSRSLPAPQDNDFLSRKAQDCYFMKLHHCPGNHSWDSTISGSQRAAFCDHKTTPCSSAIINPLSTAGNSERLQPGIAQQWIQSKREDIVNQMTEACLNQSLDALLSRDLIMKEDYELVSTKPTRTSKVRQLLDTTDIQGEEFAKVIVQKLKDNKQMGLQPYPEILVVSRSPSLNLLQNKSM
m5-HT2A agonist = mouse HTR2A agonism via beta-arrestin recruitment; CHO-K1 mHTR2A beta-arrestin complementation, luminescence; percent of 30 µM serotonin response; activation, % at 7.6 µM; hit rate 0.66% among 360,000; P35363;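 active = activation above a run cutoff, the mean activation of all tested compounds plus 3 SD, cut at about 14% in these data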;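 also: 0% = plate median of compound wells and 100% = 30 µM serotonin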
H9c2 protect = myocardial damage modulation in H9c2 cells | H9c2 cardiomyocytes, H2O2 injury protection, ATPLite, 2 h | protection from H2O2 cell death, % at 20 µM | hit rate 0.63% among 360,000 | AID 588492;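 active = compounds giving at least 50% protection of heart cells from peroxide-induced death in the single-dose screen, raw or plate-pattern-corrected value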;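 also: 0% = DMSO wells with peroxide and 100% = DMSO wells without peroxide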
TLR9-MyD88 block = inhibitors of human TLR9-MyD88 binding | CHO BLA complementation TLR9-MyD88, CCF4 FRET ratio | hit rate 0.21% among 340,000 | inhibition, % at 4.98 µM | Q9NR96+Q99836;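 active = inhibition above the mean over all tested compounds plus 3 SD, cut at about 21% in these data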;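 also: 0% = DMSO only wells and 100% = clavulanate BLA inhibitor control wells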
SRC2 inh = inhibits human steroid receptor coactivator 2. Q15596. HEK293 GAL4-SRC2 luciferase reporter, luminescence. inhibition, % at 9 µM. hit rate 0.17% among 370,000. AID 651957;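 active = inhibition above the mean inhibition of all tested compounds plus 3 SD, set per campaign, cut at about 52% in these data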;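 also: 0% = DMSO treated cells and 100% = cells given Gossypol at 36 µM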
ABCB6 inh 2 = inhibitors of human ABC transporter ABCB6; Q9NP58; K562-ABCB6 porphyrin accumulation, flow cytometry, 1 h; active compounds read low; fluorescence ratio to DMSO, % at 10 µM; hit rate 0.19% among 360,000;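 active = fluorescence ratio to DMSO below 75%, the collection mean minus 3 SD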;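 also: signal is porphyrin accumulated inside mitochondria; 100% equals median channel fluorescence of DMSO control wells; lower ratio means ABCB6 inhibition with less porphyrin fluorescence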
MC4R antagonist = human MC4R antagonism in cAMP assay | P32245 | inhibition, % at 6.5 µM | hit rate 0.48% among 360,000 | MC4R-expressing cells, MTII-stimulated cAMP, LANCE TR-FRET;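 active = inhibition above its plate's cutoff, the mean of tested wells on that plate plus 3 SD, cut at about 29% in these data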;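 also: 0% = Melanotan II alone and 100% = Melanotan II plus saturating MCL0020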
Target sequence (P32245 whole entry, looked up): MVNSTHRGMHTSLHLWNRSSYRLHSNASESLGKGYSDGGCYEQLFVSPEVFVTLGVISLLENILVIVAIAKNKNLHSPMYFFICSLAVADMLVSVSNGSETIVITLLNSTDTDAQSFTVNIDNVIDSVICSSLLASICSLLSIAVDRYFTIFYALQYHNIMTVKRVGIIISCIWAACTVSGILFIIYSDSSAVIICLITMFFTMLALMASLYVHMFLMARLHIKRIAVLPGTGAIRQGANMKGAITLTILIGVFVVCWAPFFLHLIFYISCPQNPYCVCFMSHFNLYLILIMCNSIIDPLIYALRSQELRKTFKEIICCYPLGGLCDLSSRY
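System: U2OS-MC4R stable cell line; Technique: Eu-cAMP/anti-cAMP TR-FRET, emission 671 nm; Repeats: single well per compound; Also added: Melanotan II; Dosing: one concentration, 6.5 µM nominal; Schedule: 30-min compound, 1-h challenge, 1-h detection, room temperature.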
ABHD5 PLIN5 PPI = ABHD5-PLIN5 protein interaction inhibition; Split G. princeps luciferase complementation, luminescence, 4 h; inhibition, % at 4 µM; hit rate 0.78% among 360,000; AID 602281;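 active = inhibition above the mean inhibition across every tested compound plus 3 SD, cut at about 22% in these data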;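 also: 0% = DMSO only wells and the 100% control is not disclosed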
N-glyco inh = N-linked glycosylation inhibition. D54 ERlucT glycosylation luciferase reporter, 24 h; percent of 100 nM tunicamycin response. reporter increase, % at 12.5 µM. hit rate 0.23% among 360,000. AID 588692;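 active = mean luciferase reporter signal, scaled so untreated is 0 and the glycosylation-blocking control 100, at or above a set limit in every replicate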;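 also: luciferase carries N-glycosylation sites so blocking glycosylation raises the light; 0% = median of neutral control wells and 100% = median of 100 nM tunicamycin wells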
MC4R ag barr = human MC4R agonism via beta-arrestin; U2OS MC4R beta-arrestin complementation, luminescence; percent of melanotan II response, DMSO zero; activation, % at 8.9 µM; hit rate 0.98% among 360,000; AID 540308;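 active = activation above a per-plate cutoff, the mean activation of sample wells on that plate plus 3 SD, cut at about 8% in these data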
* hit, by the source's call; nt = no result given. A portion of the library (hit frequency here may not be typical).

no.	SMILES	NOD2-RIPK2 inh	m5-HT2A agonist	H9c2 protect	TLR9-MyD88 block	SRC2 inh	ABCB6 inh 2	MC4R antagonist	ABHD5 PLIN5 PPI	N-glyco inh	MC4R ag barr
1	CCCOC(=O)C1=C(C)NC2=C(C(=O)C(C(=O)OC)C(C)C2)C1c1ccc(N(C)C)cc1 (centres undefined)	-17	2	11	2	0	72*	-4	-6	0	0.1
2	CCOc1cc(C2NC(=O)NC(C)=C2C(=O)OC(C)CC)cc(Br)c1O (centres undefined)	2	-4	0	1	1	103	8	6	1	-0.4
3	c1ccc(CSc2ccc(-c3cccnc3)nn2)nc1	-14	8	1	2	-28	101	12	3	2	-0.7
4	Cc1cc(C)cc(C(=O)N2CCN=C2SCc2ccc([N+](=O)[O-])cc2)c1	7	-2	1	6	9	98	8	2	5	-0.4
5	CCOC(=O)c1c(NC(=O)C2C3C=CC(C3)C2C(=O)O)sc2c1CC(C)(C)OC2 (centres undefined)	-2	2	13	7	18	99	5	-2	1	-0.7
6	O=C(N[C@H]1C/C=C\C[C@@H](CC(=O)N(CCO)Cc2ccccc2)C(=O)N[C@H](Cc2c[nH]c3ccccc23)COC1=O)OCC1c2ccccc2-c2ccccc21	8	-2	-12	16	-6	91	10	12	0	-0.9
7	CCc1ccc(Nc2n[n+](-c3ccccc3)c(-c3ccc(OC)c(Br)c3)s2)cc1	-11	-5	-3	-10	-25	105	-5	-12	0	-1.1
8	CC(=O)c1cccc(NC(=S)NC(=O)Cc2ccccc2)c1	-5	-4	-5	-2	3	100	10	-4	1	-1.8
9	COc1ccc(CCNC(=O)C(=O)NCCOc2ccccc2)cc1OC	0	3	1	-3	-13	94	4	6	0	0.7
10	O=C(C[n+]1ccc(C(=O)c2ccccc2)cc1)Nc1ccc(C(F)(F)F)cc1	-7	2	-2	2	5	97	5	0	6	-0.1
11	O=C(CN(C(=O)C1COc2ccccc2O1)c1ccccc1)NCC1CCCO1 (centres undefined)	-9	-3	-2	-7	-9	98	1	2	1	0.4
12	Cn1ncnc1SCc1cn2cccnc2n1	2	3	8	-7	-2	96	21	2	1	-0.5
13	CCc1ccc(C(C)NC(=O)/C(C#N)=C\c2cn[nH]c2-c2ccccc2)cc1 (centres undefined)	10	-1	-8	-8	-3	97	-1	-13	-4	-0.4
14	COc1ccccc1NC(=O)COC(=O)c1ccc(S(=O)(=O)NCc2ccco2)cc1	2	-5	4	-25	-9	106	15	9	3	1.4
15	OCc1ccccc1OCCCOc1cccc2cccnc12	2	-3	-4	6	-58	98	4	2	3	1.6
16	CC(=O)OCC12COC3c4ccccc4OC(C)(CC1C)C3C2C (centres undefined)	-2	-2	-4	8	-5	96	9	1	1	-0.6
17	O=C(C[n+]1cc2ccccc2c2ccccc21)c1ccccc1	-8	3	-2	-2	-13	106	7	12	7	-2.2
18	O=C(CN1CCNCC1)Nc1ccccc1Cl	-4	1	0	-2	-20	100	1	3	0	-2.2
19	Cc1ccc(C(C(=O)NC(C)(C)C)N(C(=O)c2csnn2)C2CC2)cc1 (centres undefined)	4	1	3	5	-3	100	9	6	-2	-0.7
20	CC(C)CCN(CC(=O)NC(C)(C)C)C(=O)C(=O)Nc1ccc2c(c1)OCCO2	5	-1	-2	-16	-22	98	6	-8	1	2.2
21	O=c1[nH]c2cc(Cl)c([N+](=O)[O-])nc2[nH]1	-15	2	0	2	-20	98	5	-4	4	-1.0
22	Cc1ccc(-c2nnc(-c3ccccc3)o2)cc1Br	-4	0	-12	-4	-16	101	2	-2	0	0.9
23	Cc1ccc(/C=N/NC(=S)NCCc2ccccc2)s1	0	-6	-15	-16	-18	100	0	-11	0	1.2
24	CCN(CC)C(=O)CSC1=Nc2ccccc2C2=NC(c3ccccc3)C(=O)N12 (centres undefined)	-5	1	34	-13	-20	102	1	-5	6	-1.4
25	O=C(CCn1nnc2ccccc21)Nc1nnc(Cc2ccc(F)cc2)s1	-11	0	5	-1	2	93	6	5	-1	-1.0
26	Cc1ccc(S(=O)(=O)N2CCOC23CCN(C(=O)c2cc(Cl)ccc2Cl)CC3)cc1	-4	-2	0	-9	11	94	14	1	1	-2.8
27	O=C(CSC1=Nc2ccccc2C2CC=NN12)NCc1ccco1 (centres undefined)	1	6	4	-17	-30	100	-7	-9	11	-2.6
28	O=C(C1CCC(=O)N(C2CC2)C1)N1CCN(c2cccc(Cl)c2)CC1 (centres undefined)	-5	-3	2	3	-17	105	-1	-8	-1	-1.6
29	COc1cccc(NC(=O)CN2C(=O)COc3ccc(Cl)cc32)c1	-7	-2	-1	-1	-15	102	6	0	-1	-0.7
30	O=C(CSc1ccccc1)N1CCN(C(=O)c2ccco2)CC1	0	1	20	-11	-3	92	26	7	0	-3.1

Part of the list above, set out differently:
Under each structure: NOD2-RIPK2 inh, m5-HT2A agonist, H9c2 protect, TLR9-MyD88 block, SRC2 inh, ABCB6 inh 2, MC4R antagonist, ABHD5 PLIN5 PPI, N-glyco inh, MC4R ag barr
#27 O=C(CSC1=Nc2ccccc2C2CC=NN12)NCc1ccco1 (centres undefined)
    1, 6, 4, -17, -30, 100, -7, -9, 11, -2.6
#28 O=C(C1CCC(=O)N(C2CC2)C1)N1CCN(c2cccc(Cl)c2)CC1 (centres undefined)
    -5, -3, 2, 3, -17, 105, -1, -8, -1, -1.6
#29 COc1cccc(NC(=O)CN2C(=O)COc3ccc(Cl)cc32)c1
    -7, -2, -1, -1, -15, 102, 6, 0, -1, -0.7

Further compounds.
no.	SMILES	NOD2-RIPK2 inh	m5-HT2A agonist	H9c2 protect	TLR9-MyD88 block	SRC2 inh	ABCB6 inh 2	MC4R antagonist	ABHD5 PLIN5 PPI	N-glyco inh	MC4R ag barr
31	Fc1ccccc1OCCCN1CCOCC1	-3	-8	6	0	6	74*	-3	-2	1	-0.2
32	O=C(CSc1nc2scc(-c3cccs3)c2c(=O)n1CCc1ccccc1)N1CCCC1	-2	-1	8	11	-21	99	11	0	-1	3.8
33	Cc1ccc(S(=O)(=O)N2CCCN(C(C)c3nc4ccccc4c(=O)[nH]3)CC2)cc1 (centres undefined)	-11	-3	3	-11	-19	99	10	-9	6	-4.5
34	COc1cccc(CN(C)C(=O)c2cccc(OC3CCN(C4CCCC4)CC3)c2)c1	-4	4	-3	1	-18	98	11	7	-6	-3.2
35	CCN(CC(=O)NC(C)C)C(=O)C(CCSC)NC(=O)c1cccc(C)c1 (centres undefined)	8	0	0	-2	-18	99	-3	-1	0	3.3
36	CCC(c1nnc(SCC(=O)NC23CC4CC(CC(C4)C2)C3)o1)N(C)C (centres undefined)	-8	-4	-16	-2	14	104	9	0	1	-0.2
37	CCn1cc(CNC(=O)/C=C/c2ccc([N+](=O)[O-])cc2)c(C)n1	1	5	-2	3	0	104	4	-3	-1	-0.4
38	O=C1/C(=C/C=C/c2ccco2)SC(=S)N1c1ccc(O)cc1	-8	1	-1	-4	-6	108	13	11	0	0.4
39	Cc1cc(C)cc(NC(=O)c2cccc(NC3=NC4CS(=O)(=O)CC4S3)c2)c1 (centres undefined)	-3	0	0	9	-9	99	0	0	-4	1.4
40	COc1c(C)cc(C(=O)C2CCCN(C(=O)c3cc4nc(C)cc(C)n4n3)C2)cc1C (centres undefined)	-7	8	0	-1	-7	93	-6	0	2	-3.8
41	CNC(=O)N(O)C1N(/N=C/c2ccccc2F)C(=S)SC1(C)C (centres undefined)	-2	3	-2	-11	-13	99	-1	10	-1	0.1
42	Cc1ccc(NC(=O)Cc2nnc(SCC(=O)NC3CCCC3)n2C)cc1	5	3	0	0	2	93	-2	-3	-2	1.7
43	COc1cc2c(cc1OC)C(SC)=NC(C)(C)C2	-3	-2	-5	9	-7	93	-48	-3	2	-0.8
44	Cc1cc(N2CCN(C)CC2)nc2ccc(NC(=S)N3CCCCC3)cc12	-9	-5	4	-11	-18	99	7	4	-2	-1.1
45	CCC(CC)NC(=O)c1ccc2nc[nH]c2c1	-1	1	8	2	-20	91	0	2	1	1.1
46	COC(=O)c1c(NC(=O)COC(=O)c2ccccc2O)sc2c1CCCCC2	-8	0	2	6	0	95	12	-1	0	0.7
47	COc1c(S(=O)(=O)N2CCN(C(=O)c3ccco3)CC2)ccc(Cl)c1Cl	-5	0	0	5	10	97	2	3	0	-1.0
48	O=C(NC1CCCCC1)NC1CC2CCC(C1)N2Cc1nnnn1Cc1ccc2c(c1)OCO2 (centres undefined)	-8	-3	0	-6	-2	102	14	1	-3	-1.8
49	CC(=O)c1cccc(NS(=O)(=O)c2csc(C(N)=O)c2)c1	-12	1	4	-20	20	101	0	-1	0	0.4
50	COc1ccc(OCCSc2nc3ccccc3n2CCC(=O)O)cc1	-8	4	5	-5	15	108	-3	-1	1	1.4
51	CN1CCN(C(=S)c2ccc(Br)cc2)CC1	-12	-4	-3	1	16	105	0	-1	-2	-1.4
52	Cc1ccc2[nH]c3c(=O)[nH]ncc3c2c1	-2	4	-2	-4	-4	99	5	2	0	-0.2
53	C=CCn1c(=O)c(C(=O)Nc2ncccc2O)c(O)c2ccccc21	5	5	-8	-8	-5	104	1	-10	2	0.5
54	COc1ccc(Cc2nnc(NC(=O)C3CC(=O)N(c4ccc(OC)cc4)C3)s2)cc1 (centres undefined)	2	-5	-1	1	2	100	19	-1	-1	-0.7
55	CCO[C@@H]1OC(C(=O)NC2CC2)=C[C@H](c2csc3ccccc23)[C@H]1CCCO	-1	1	-2	1	-1	101	-1	-6	-3	-0.3
56	COc1ccc(Cl)cc1NC(=O)NCC1CCN(Cc2cc(C)ccc2C)CC1	-5	-14	-10	-1	6	97	6	5	-7	0.5
57	COc1ccc(C(C)(C)NC(=O)C2CCC(=O)N(CCCN3CCCC3=O)C2)cc1 (centres undefined)	-6	-8	-1	-2	5	96	3	-2	3	-2.0
58	CC(C)NCC(=O)Nc1c2c(nc3ccccc13)CCC2	-4	3	4	6	7	98	3	-1	-3	0.0
59	Clc1ccc(OCCCCN2CCCCC2)cc1	-4	-11	3	4	nt	93	-3	6	-2	-0.8
60	O=C(NC1CCC(O)CC1)c1cccc2cccnc12 (centres undefined)	-5	-1	-6	12	1	100	10	9	1	-0.7

More structures follow:
no.	SMILES	NOD2-RIPK2 inh	m5-HT2A agonist	H9c2 protect	TLR9-MyD88 block	SRC2 inh	ABCB6 inh 2	MC4R antagonist	ABHD5 PLIN5 PPI	N-glyco inh	MC4R ag barr
61	CCN(CC)S(=O)(=O)c1ccc(N(C)C)c(NC(=O)C2CCCC2)c1	-8	3	0	4	3	96	-3	2	0	-0.8
62	Clc1ccc(OCCn2ccnc2)c(Cl)c1	-1	0	-6	-1	3	95	3	-3	1	-0.5
63	Cc1ccc2c(c1)nnn2C1CCN(CC(=O)N2c3ccccc3CC2C)CC1 (centres undefined)	-1	-4	-4	1	13	98	2	0	0	-0.8
64	Cc1cc(C(=O)Nc2nnc(C3CCCCC3)s2)cs1	5	0	-1	4	-51	104	0	-6	-1	-1.5
65	Cc1nn(CC(=O)NCCCN2CCC(Cc3ccccc3)CC2)c(=O)c2cc(-c3ccccc3)nn12	2	-8	-12	3	-17	101	3	0	-1	-0.3
66	COc1ccc(C(=O)N2CCN(C(=O)C3COc4ccccc4O3)CC2)cc1 (centres undefined)	-2	3	1	4	-4	100	7	4	-1	-2.8

Screening results deposited in PubChem by several laboratories.
